Screening data deposited in PubChem BioAssay by National Center for Advancing Translational Sciences (NCATS).
PGK inhibitor: T. brucei PGK inhibition; PGK/GAPDH coupled, Kinase-Glo luminescence, 60 min; 0.043% of 380,000 active; Potency, µM (titrated, usually from 57.5 µM), inactives show top-dose activity change, negative = inhibition, actives largely listed as inhibitors; P07378; further: potency means the concentration at half of the fitted maximal effect; on the % scale 0 is the no-effect control and ±100 the full control effect; nearly all actives have a fitted effect of over 60% in size
Target sequence (P07378 whole entry, looked up): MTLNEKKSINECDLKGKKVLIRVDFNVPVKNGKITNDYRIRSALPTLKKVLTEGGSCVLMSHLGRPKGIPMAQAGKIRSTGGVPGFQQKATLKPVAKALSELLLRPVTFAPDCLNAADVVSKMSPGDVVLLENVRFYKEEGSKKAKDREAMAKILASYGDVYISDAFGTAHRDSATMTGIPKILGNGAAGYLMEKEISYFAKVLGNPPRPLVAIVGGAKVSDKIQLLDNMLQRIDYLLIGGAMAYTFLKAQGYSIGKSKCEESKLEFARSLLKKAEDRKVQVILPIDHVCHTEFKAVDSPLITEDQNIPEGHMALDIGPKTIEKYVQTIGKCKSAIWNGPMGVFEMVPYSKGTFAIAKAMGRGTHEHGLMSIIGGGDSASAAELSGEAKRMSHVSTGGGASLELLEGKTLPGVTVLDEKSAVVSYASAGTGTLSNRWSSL
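Recombinant glycosomal PGK reaction used 1,3-bisphosphoglycerate generated in-well by GAPDH (100nM final) in 100mM TEA pH 7.6, 5mM MgCl2, 0.01% Tween-20. After 60 minutes at room temperature, ATP was read by Kinase-Glo Plus luminescence end-point.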
TrxR1 substrate: is turned over as a substrate by rat TrxR1; Potency, µM (highest dose often 114 µM), inactives show at the top dose activity change, negative = substrate turnover; purified TrxR1 substrate turnover, NADPH consumption readout; O89049; 0.01% of 390,000 active; further: potency means the concentration at half of the fitted maximal effect; on the % scale 0 is the no-effect control and ±100 the full control effect; nearly all actives have a fitted effect of over 50% in size
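Rat TrxR1, dispensed at 90 nM, was prereduced with 400 uM NADPH (final) for 5 min at ~22 deg C, then incubated with compound 15 min before 400 uM selenite. A first-read NADPH fluorescence drop versus no-compound background flagged substrates.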
IDH1 R132H inh: blocks human mutant IDH1 R132H enzyme; 0.093% of 390,000 active; IDH1-R132H enzyme, NADPH consumption, diaphorase/resazurin fluorescence; Potency, µM (series often up to 76.6 µM), for the others: at the top dose activity change, negative = inhibition, actives largely listed as inhibitors; AID 602179; further: potency means the concentration at half of the fitted maximal effect; on the % scale 0 is the no-effect control and ±100 the full control effect; nearly all actives have a fitted effect of over 65% in size
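IDH1-R132H (0.5 ug/mL dispensed) in pH 7.5 Tris buffer was preincubated 30 min with compound, then given a substrate mix of 0.016 mM NADPH and 2 mM alpha-KG for 80 min at room temperature; remaining NADPH was read by diaphorase/resazurin fluorescence.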
Pin1 inhibitor: inhibitors of human Pin1; Pin1 FP peptide displacement, HiFluor488, 10 min; Potency, µM (highest dose often 115 µM), without a hit: at the top dose activity, negative = inhibition, most hits filed as inhibitors; 0.009% of 390,000 active; AID 504891; active means well fitted inhibition curve with a large enough effect in the polarisation, with a control signal flat, not every such curve was filed as active; inconclusive means small, poorly fitted or top-dose-only effect, or effect the other way, or a change in a side signal; inactive means no such curve, though single readings can be large or run the other way; the % refers to the polarisation; further: potency means the concentration at half of the fitted maximal effect; on the % scale 0 is the no-effect control and ±100 the full control effect
Target sequence (Q13526 whole entry, looked up): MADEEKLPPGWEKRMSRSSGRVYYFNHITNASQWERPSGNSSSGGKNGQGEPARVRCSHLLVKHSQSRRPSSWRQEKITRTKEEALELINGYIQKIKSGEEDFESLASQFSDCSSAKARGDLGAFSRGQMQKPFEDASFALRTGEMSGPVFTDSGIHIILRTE
USP1-UAF1 inh: inhibitors of human USP1/UAF1 deubiquitinase; Potency, µM (series often up to 57.1 µM), without a hit: at the top dose activity change, negative = inhibition, actives largely listed as inhibitors; recombinant USP1/UAF1, Ub-Rhodamine cleavage fluorescence; AID 743255; O94782; 0.23% of 390,000 active; further: potency means the concentration at half of the fitted maximal effect; on the % scale 0 is the no-effect control and ±100 the full control effect; nearly all actives have a fitted effect of over 60% in size; inactives centre near -12
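High-throughput fluorogenic screen: 1nM USP1/UAF1 complex, Ub-Rho substrate 150nM final, 50mM HEPES pH 7.8 with 0.5mM EDTA, 0.1 mg/ml BSA, 1mM TCEP and 0.01% Tween-20.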
PI4K2A inh: inhibitors of human PI4K2A | 0.13% of 420,000 active | activity change, negative = inhibition, % at 76.9 µM | purified PI4K2A, ADP-Glo luminescence, 1 h; active compounds read low; in the data active means activity change below about -50%; inconclusive means mostly about -30% to -49%;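 further: -100% = wells without enzyme as full effect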
Target sequence (Q9BTU6 whole entry, looked up): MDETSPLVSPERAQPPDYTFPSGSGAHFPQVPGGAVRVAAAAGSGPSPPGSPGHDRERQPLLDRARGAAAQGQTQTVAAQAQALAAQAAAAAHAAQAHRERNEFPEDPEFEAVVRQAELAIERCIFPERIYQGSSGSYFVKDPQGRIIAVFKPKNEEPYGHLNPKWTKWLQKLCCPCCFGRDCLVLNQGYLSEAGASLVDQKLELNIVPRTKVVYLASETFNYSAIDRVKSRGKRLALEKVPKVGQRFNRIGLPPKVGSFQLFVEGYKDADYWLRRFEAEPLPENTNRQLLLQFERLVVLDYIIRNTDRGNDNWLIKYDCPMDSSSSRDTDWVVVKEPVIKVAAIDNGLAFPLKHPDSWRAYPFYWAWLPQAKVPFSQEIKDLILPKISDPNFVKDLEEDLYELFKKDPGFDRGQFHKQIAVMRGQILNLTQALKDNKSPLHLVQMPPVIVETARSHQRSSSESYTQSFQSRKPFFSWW
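ADP-Glo luminescence measured ADP generated by PI4K2A enzyme (4 ug/mL before mixing) with 1.2 mM PI substrate (pre-mix) and 300 microM ATP (pre-mix). Tris pH7.5 buffer with MgCl2, Triton X-100; 1 h reaction at ambient temperature.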
HP1b binding inh: blocks HP1-beta chromodomain binding to methylated histone tails; AlphaScreen HP1-beta / biotin-H3K9me3 peptide binding; Potency, µM (highest dose often 114 µM), inactives show at the top dose activity change, negative = inhibition, actives largely listed as inhibitors; 0.56% of 390,000 active; AID 540317; further: potency means the concentration at half of the fitted maximal effect; nearly all actives have a fitted effect of over 70% in size; inactives centre near 23
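Compound inhibition of the preformed complex between 50 nM HP1-beta and 50 nM biotinylated H3K9me3 peptide was read by AlphaScreen. Buffer was PBS pH 7.4 with 0.01% Tween-20. Incubations ran 30 min at room temperature, with 10 ug/mL donor/acceptor beads.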
GLS inhibitor: glutaminase GLS (human) inhibition; O94925; GLS enzymatic activity, qHTS titration; Potency, µM (top dose mostly 45.5 µM), for inactives: top-dose activity change, negative = inhibition, hits mostly inhibitors; 0.21% of 410,000 active; further: potency means the concentration at half of the fitted maximal effect; on the % scale 0 is the no-effect control and ±100 the full control effect
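Glutamate formation by hKGA was monitored fluorometrically using coupled glutamate oxidase, HRP and Amplex Red. Substrate was added as 1 mM L-glutamine solution; incubation was 30 min at RT after an initial read.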
rTrxR1 inhibitor: blocks rat thioredoxin reductase 1. O89049. recombinant rTrxR1, NADPH fluorescence consumption, selenite substrate. Potency, µM (titrated, usually from 114 µM), for inactives: at the highest dose activity change, negative = inhibition, actives largely listed as inhibitors. 1% of 390,000 active. AID 588453; further: potency means the concentration at half of the fitted maximal effect; on the % scale 0 is the no-effect control and ±100 the full control effect; nearly all actives have a fitted effect of over 65% in size
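Rat TrxR1 (90 nM in the dispensed reagent) was pre-reduced with 400 uM NADPH for 5 min at room temperature, then incubated with compound for 15 min. After 400 uM selenite was added, NADPH fluorescence (Ex 340/Em 450 nm) was followed for 8 min.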
Numbers without * were called inactive; i = inactive; ? = inconclusive; nt = not tested or not shown; & = joins results of further samples; [ ] = another dose, or the depositor's remark. Unless noted, the call rests on the fitted dose curve; in most records, active means well fitted curve in the direction sought with a large enough effect; inconclusive means small, poorly fitted or top-dose-only effect, or another doubt; inactive means no such curve, though single readings can be large; an effect the other way counts as inactive or inconclusive. The list is partial; rates above refer to the full screens.

SMILES	PGK inhibitor	TrxR1 substrate	IDH1 R132H inh	Pin1 inhibitor	USP1-UAF1 inh	PI4K2A inh	HP1b binding inh	GLS inhibitor	rTrxR1 inhibitor
Nc1nonc1-n1nnc(C(=O)N/N=C/c2ccc3c(c2)OCO3)c1CSc1ccccc1	7%	5%	-4%	11%	-22%	-5	52%[activator]	4%	5%
COC(=O)C1=C(c2ccc(OC(F)(F)F)cc2)C[C@@H]2CC[C@H]1N2C(=O)NCC1CC1	5%	9%[57.1 µM]	-2%	-8%	-4%	-1	27%	16%	15%[57.1 µM]
Cc1cccc(N2C(=O)/C(=C/c3ccc(CN(CCC#N)S(C)(=O)=O)o3)C(=O)NC2=S)c1	-21%	-16%	-1%	?	25µM*	-17	?	?	7.9µM*
c1ccc(C2N3CCCN23)cc1 (stereo not drawn)	3%	-4%	2%	0%	-6%	4	38%	-1%	-9%
O=P1(NCc2ccco2)COc2ccccc2OC1	1%	-2%	1%	2%	3%	5	9%	-14%	-7%
O=c1[nH]c(=S)n(Cc2ccc(F)cc2)c(O)c1/C=N/N1CCCCC1	-4%	-17%	3%	8%	-5%	2	12%	21%	9%[57.1 µM]
O=C1CSC2N1CCNC21CCCCC1 (stereo not drawn)	-3%	-2%	-1%	-1%	-26%	1	21%	2%	-3%
COc1ccc(-n2c(-c3ccccc3[N+](=O)[O-])nc3ccccc3c2=O)cc1	-7%	-3%	-4%	-5%	-11%	6	-18%	4%	19%
Cn1c(=O)c2c(nc(SCc3ccccc3)n2Cc2ccc(Cl)cc2)n(C)c1=O	i	4%	4%	1%	-17%	-2	40%[activator]	-3%	24%
CC(C)CC(NC(=O)CCCNC(=O)CCC(=O)OC1O[C@H]2OC3(C)CC[C@H]4[C@H](C)CCC(C1C)C24OO3)C(=O)O (stereo partly drawn)	-1%	-3%	-10%	-4%	-17%	3	21%	6%	4%
CN(C)C(=S)SSC(=S)N(C)C	0%	7%	30%	11%	?	-9&3	22%	45%[activator]	17%
CCOC(=O)Cc1csc(NC(=O)c2c(O)c3ccccc3n(CCC(C)C)c2=O)n1	-1%	4%[57.1 µM]	-5%	3%	0%	3	33%[activator]	38%[activator]	-11%[57.1 µM]
C/C(=N\NC(N)=O)c1c(O)n(C)c(=O)n(C)c1=O	i	-4%	0%	-8%	-8%	-4	28%	9%	19%
CC(C)(O)[C@H]1O[C@H]2CC[C@@]3(C)[C@@](O)(CC[C@H]4Cc5c([nH]c6ccccc56)[C@@]43C)C2=CC1=O	i	1%	-10%	?	-30%	0	-14%	-4%	21%
COc1ccccc1C1=NCc2nnc(C)n2-c2ccc(Cl)cc21	-2%	-5%	2%	4%	-12%	2	41%	-16%	-3%
O=C1Nc2cc(C(=O)N3CCC4(CC3)OCCO4)ccc2S/C1=C\c1ccccc1	i	-3%	-1%	28%	-16%	5	30%	-1%	14%
CN1C(=O)C(=Cc2ccc(N3CCCCC3)o2)C(=O)N(C)C1=S	i	10%[57.1 µM]	4%	?	-27%	7	-13%	2%	11%[57.1 µM]
COC(=O)C1=C(c2cccc(C#N)c2)C[C@@H]2CC[C@H]1N2C(=O)NCCO	-4%	9%[57.1 µM]	-7%	-1%	-24%	1	14%	1%	21%[57.1 µM]
CC1=C(C/C(C)=C/c2ccccc2)/C(=C/CO)[C@@H]2OC(=O)O[C@]2(C)C12CC2	i	4%[57.1 µM]	1%	2%	-23%	-2	44%[activator]	1%	?
O=C1CN(O)C(c2ccccc2)=c2cc(Cl)ccc2=N1	3%	1%	4%	0%	-7%	-2	28%	0%&-1%	16%
CCN(CC)CCCN=Cc1c(O)n(Cc2ccc(F)cc2)c(=O)[nH]c1=O	-5%	-3%	-3%	-2%	-15%	1	10%	1%	-7%
C=C(C)c1cccc(C(C)(C)NC(=O)NC2CN3CCC2CC3)c1 (stereo not drawn)	-11%	-6%	0%	2%	-6%	-3	9%	-3%	-6%
CC(=O)OC1CC[C@@]2(C)C(=CC(=O)C3C4CCC(OC(C)=O)[C@@]4(C)CCC32)C1 (stereo partly drawn)	0%	-17%[57.1 µM]	3%	1%	-17%	1	3%	-16%	17%[57.1 µM]
Clc1cnc(Oc2ccc(Oc3ncc(Cl)cc3Cl)cc2)c(Cl)c1	nt	10%&3%[57.1 µM]	15%	-4%	1%	3&-1	46%[activator]	15%	18%[57.1 µM]
O=C1NC(=O)C2(CCCc3ccc(N(CCCl)CCCl)cc32)N1 (stereo not drawn)	6%	3%	-2%	?	1%	2	-14%	17%	20µM*
CN1CCc2cc(O)cc3c2[C@H]1Cc1ccc(O)c(O)c1-3	-6%	15%[57.1 µM]	0%	16%	-14%	-10&-12	?	-2%	?
COc1ccc(C(=O)C2CCCN(Cc3cnc(C)s3)C2)cc1OC (stereo not drawn)	3%	6%	2%	-7%	-8%	9	35%	0%	12%
CC(C)=CCC/C(C)=C/CNC(=O)C[C@H]1C[C@H](C(=O)N(C(C)C)C(C)C)[C@@]2(C)c3[nH]c4ccc(Cl)cc4c3CCN2C1=O	-7%	1%	-3%	-2%	?	6	21%	1%	50%[activator]
CC(C)[C@H](NC(=O)N1C[C@H]2C[C@@H](C1)c1cccc(=O)n1C2)C(=O)Nc1ccccc1F	-4%	-4%	-11%	-1%	8%	1	31%	0%	-13%
COC(=O)C1=C(c2cccc(OCc3ccccc3)c2)C[C@@H]2CC[C@H]1N2C(=O)NCc1ccc(C(F)(F)F)cc1	-3%	-1%	0%	-15%	?	1	50%[activator]	-5%	21%
CCN1CCN(P2(=O)C=C(c3ccccc3)OC(c3ccccc3)=C2)CC1	-7%[11.5 µM]	6%	3%	0%	?	-3	-5%	9%	14%
C=C1N2CCC(CC2)C1(O)c1ccc(C)c(C)c1 (stereo not drawn)	-4%	-14%	16%	0%	-5%	6	15%	13%	-15%
COc1ccc(S(=O)(=O)N2c3ccc(F)cc3CCC2C)cc1 (stereo not drawn)	i	-4%	0%	5%	-22%	4	110%[activator]	-12%	23%
Cc1ccc(N/N=C/C=C/c2ccco2)cc1	-2%	3%[2.29 µM]	5%	30%	-17%	-1	?	-26%	5%[57.1 µM]
Cc1ccccc1CCNCc1ccc(Br)cc1	-9%	6%	0%	3%	-21%	-1	59%[activator]	-1%	20%
CC(C)Oc1cccc(NC(=O)c2cccn(Cc3ccc4c(c3)OC(F)(F)O4)c2=O)c1	-9%	-6%	3%	5%	?	3	42%[activator]	-4%	0%
COc1cc([C@@H]2c3cc4c(cc3[C@H](O)[C@H]3COC(=O)[C@@H]23)OCO4)cc(OC)c1OC	nt	3%	nt	5%	nt	nt	72%[activator]	nt	2%
O=[N+]([O-])c1cccc(O)c1	4%	2%	23%	-6%	?	1	9%	2%	12%
O=C(COc1ccc(S(=O)(=O)N2CCCCC2)cc1)N1CCN(Cc2ccccc2)CC1	-1%	15%[57.1 µM]	1%	-1%	-21%	6	25%	0%	-4%[57.1 µM]
O=C(c1ccccc1)N1C(=O)C(c2ccccc2)Oc2ccccc21 (stereo not drawn)	i	-22%[57.1 µM]	5%	3%	-13%	3	131%[activator]	-26%	8%[57.1 µM]
Cc1ccc(-c2nc3ccccc3c(=O)n2-c2ccccn2)cc1	4%	4%[57.1 µM]	3%	1%	-2%	-5	25%	-4%	8%
O=C(NCC(c1cccnc1)N1CCN(c2ccc(F)cc2)CC1)Oc1ccccc1 (stereo not drawn)	-6%	1%	4%	3%	6%	-1	11%	26%	3%
Cc1ccc(Cl)cc1N1CCN(CCN)CC1	-3%	8%	5%	-3%	-18%	1	1%	26%	10%
CC1CN2c3ccc([N+](=O)[O-])cc3CC3(C(=O)N(C)C(=O)N(C)C3=O)C2C(C)O1 (stereo not drawn)	6%	-4%	-6%	15%	-12%	1	19%	17%	1%
C=C1[C@H]2CC[C@H]3[C@]4(C)C[C@H](O[C@H]5O[C@H](CO)[C@@H](OS(=O)(=O)O)[C@H](OS(=O)(=O)O)[C@H]5OC(=O)CC(C)C)C[C@@H](C(=O)O)[C@H]4CC[C@]3(C2)[C@H]1O	i	2%	14%	?	-16%	-6	52%[activator]	16%	-6%
CC(C)CC(C)N (stereo not drawn)	-9%	9%	4%	-10%	-22%	-2	29%	0%	18%
C=CCN1C(=O)C2(C(C(=O)OCC)=C(N)Oc3c2c(=O)oc2ccccc32)c2ccccc21 (stereo not drawn)	-2%	-17%	-3%	-2%	-5%	-2	2%	0%	14%[57.1 µM]
N[C@@H](Cc1c[nH]c2ccccc12)c1nnc(SCc2c(F)cccc2Cl)o1	-2%	-5%	15%	2%	-11%	9	3%	23%	23%
Cc1ccc(OCC(=O)N2CCN(Cc3cccnc3)CC2)cc1	5%	7%[57.1 µM]	-10%	2%	-5%	0	?	1%	3%
Cc1cc(NC(=O)CCl)on1	-8%	8%[57.1 µM]	11%	-7%	-10%	-9	23%	-9%	-63%
O=P(CCl)(Nc1ccccc1)C(Cl)(Cl)Cl (stereo not drawn)	0%	7%[57.1 µM]	-1%	0%	7%	1	20%	3%	29%[57.1 µM]
